Screens as filed in PubChem BioAssay.
G9a inh = blocks human histone lysine methyltransferase G9a; Q96KQ7; G9a H3K9 monomethylation, AlphaScreen, 2 h; Potency, µM (series often up to 102 µM), inactives show at the highest dose activity, negative = inhibition, hits mostly inhibitors; actives 8.8% (n = 350,000); AID 504332; also: % is scaled to controls: 0 for no effect and ±100 for the full control effect; nearly all actives have a fitted effect of over 75% in size
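Using a bead-based AlphaScreen, monomethylated H3K9 product from 2 h room-temperature reactions (G9a 20 nM, peptide 500 nM, SAM 20 uM) was detected with 0.5 ug/mL rabbit anti-H3K9me1 antibody.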
APEX1 inh = APE1 (human) endonuclease inhibition; P27695; recombinant APE1, TAMRA/BHQ-2 abasic DNA cleavage fluorescence; Potency, µM (series often up to 65.8 µM), for inactives: top-dose activity change, negative = inhibition, hits mostly inhibitors; actives 0.35% (n = 350,000);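 also: plate controls were vehicle for no effect and reference inhibitor for full effect; nearly all actives have a fitted effect of over 55% in size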
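Enzyme (0.75 nM final) and test compound are incubated 15 min at room temperature before adding 50 nM quenched THF abasic-site duplex. Cleavage dequenches TAMRA, followed at 525/598 nm over three reads one minute apart.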
Pol iota inh = inhibitors of human DNA polymerase iota | actives 1% (n = 390,000) | Potency, µM (titrated, usually from 115 µM), without a hit: at the highest dose activity, negative = inhibition, usual class: inhibitors | AID 588590 | Pol iota fluorescent replication assay, 10 min
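Fluorescent replication assay read twice, at 0 min and 10 min after adding 50 nM (final) substrate. Enzyme (10 nM) and compounds were first incubated 15 min at room temperature; enzyme-free buffer wells were negative controls.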
Apoferritin bind = binds horse apoferritin like a general anesthetic; P02791; apoferritin/1-aminoanthracene competitive binding, fluorescence; Potency, µM (doses to about 77.5 µM), for inactives: top-dose activity change, negative = displacement, hits mostly inhibitors; actives 0.074% (n = 350,000); also: % is scaled to controls: 0 for no effect and ±100 for the full control effect; nearly all actives have a fitted effect of over 20% in size
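Read-out: endpoint 1-AMA fluorescence, excitation 380 nm and emission 535 nm, after compounds sit 10 min at room temperature with 10 uM horse-spleen apoferritin in 50% saturated 1-AMA/PBS. Values come from four-parameter Hill fits.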
BLM helicase inh = inhibitors of human Bloom syndrome helicase BLM. P54132. Potency, µM (series often up to 56.1 µM), for inactives: top-dose activity change, negative = inhibition, hits mostly inhibitors. recombinant BLM DNA unwinding, fluorescence dequenching. AID 2528. actives 0.2% (n = 350,000);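 also: plate controls were vehicle for no effect and no enzyme for full effect; nearly all actives have a fitted effect of over 35% in size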
BAZ2B inh = blocks human BAZ2B; AID 504333; Potency, µM (doses to about 114 µM), without a hit: at the highest dose activity change, negative = inhibition, actives largely listed as inhibitors; AlphaScreen BAZ2B-H3K14Ac peptide displacement; actives 4.4% (n = 360,000); Q9UIF8; also: % is scaled to controls: 0 for no effect and ±100 for the full control effect; nearly all actives have a fitted effect of over 60% in size
Target sequence (Q9UIF8 whole entry, looked up): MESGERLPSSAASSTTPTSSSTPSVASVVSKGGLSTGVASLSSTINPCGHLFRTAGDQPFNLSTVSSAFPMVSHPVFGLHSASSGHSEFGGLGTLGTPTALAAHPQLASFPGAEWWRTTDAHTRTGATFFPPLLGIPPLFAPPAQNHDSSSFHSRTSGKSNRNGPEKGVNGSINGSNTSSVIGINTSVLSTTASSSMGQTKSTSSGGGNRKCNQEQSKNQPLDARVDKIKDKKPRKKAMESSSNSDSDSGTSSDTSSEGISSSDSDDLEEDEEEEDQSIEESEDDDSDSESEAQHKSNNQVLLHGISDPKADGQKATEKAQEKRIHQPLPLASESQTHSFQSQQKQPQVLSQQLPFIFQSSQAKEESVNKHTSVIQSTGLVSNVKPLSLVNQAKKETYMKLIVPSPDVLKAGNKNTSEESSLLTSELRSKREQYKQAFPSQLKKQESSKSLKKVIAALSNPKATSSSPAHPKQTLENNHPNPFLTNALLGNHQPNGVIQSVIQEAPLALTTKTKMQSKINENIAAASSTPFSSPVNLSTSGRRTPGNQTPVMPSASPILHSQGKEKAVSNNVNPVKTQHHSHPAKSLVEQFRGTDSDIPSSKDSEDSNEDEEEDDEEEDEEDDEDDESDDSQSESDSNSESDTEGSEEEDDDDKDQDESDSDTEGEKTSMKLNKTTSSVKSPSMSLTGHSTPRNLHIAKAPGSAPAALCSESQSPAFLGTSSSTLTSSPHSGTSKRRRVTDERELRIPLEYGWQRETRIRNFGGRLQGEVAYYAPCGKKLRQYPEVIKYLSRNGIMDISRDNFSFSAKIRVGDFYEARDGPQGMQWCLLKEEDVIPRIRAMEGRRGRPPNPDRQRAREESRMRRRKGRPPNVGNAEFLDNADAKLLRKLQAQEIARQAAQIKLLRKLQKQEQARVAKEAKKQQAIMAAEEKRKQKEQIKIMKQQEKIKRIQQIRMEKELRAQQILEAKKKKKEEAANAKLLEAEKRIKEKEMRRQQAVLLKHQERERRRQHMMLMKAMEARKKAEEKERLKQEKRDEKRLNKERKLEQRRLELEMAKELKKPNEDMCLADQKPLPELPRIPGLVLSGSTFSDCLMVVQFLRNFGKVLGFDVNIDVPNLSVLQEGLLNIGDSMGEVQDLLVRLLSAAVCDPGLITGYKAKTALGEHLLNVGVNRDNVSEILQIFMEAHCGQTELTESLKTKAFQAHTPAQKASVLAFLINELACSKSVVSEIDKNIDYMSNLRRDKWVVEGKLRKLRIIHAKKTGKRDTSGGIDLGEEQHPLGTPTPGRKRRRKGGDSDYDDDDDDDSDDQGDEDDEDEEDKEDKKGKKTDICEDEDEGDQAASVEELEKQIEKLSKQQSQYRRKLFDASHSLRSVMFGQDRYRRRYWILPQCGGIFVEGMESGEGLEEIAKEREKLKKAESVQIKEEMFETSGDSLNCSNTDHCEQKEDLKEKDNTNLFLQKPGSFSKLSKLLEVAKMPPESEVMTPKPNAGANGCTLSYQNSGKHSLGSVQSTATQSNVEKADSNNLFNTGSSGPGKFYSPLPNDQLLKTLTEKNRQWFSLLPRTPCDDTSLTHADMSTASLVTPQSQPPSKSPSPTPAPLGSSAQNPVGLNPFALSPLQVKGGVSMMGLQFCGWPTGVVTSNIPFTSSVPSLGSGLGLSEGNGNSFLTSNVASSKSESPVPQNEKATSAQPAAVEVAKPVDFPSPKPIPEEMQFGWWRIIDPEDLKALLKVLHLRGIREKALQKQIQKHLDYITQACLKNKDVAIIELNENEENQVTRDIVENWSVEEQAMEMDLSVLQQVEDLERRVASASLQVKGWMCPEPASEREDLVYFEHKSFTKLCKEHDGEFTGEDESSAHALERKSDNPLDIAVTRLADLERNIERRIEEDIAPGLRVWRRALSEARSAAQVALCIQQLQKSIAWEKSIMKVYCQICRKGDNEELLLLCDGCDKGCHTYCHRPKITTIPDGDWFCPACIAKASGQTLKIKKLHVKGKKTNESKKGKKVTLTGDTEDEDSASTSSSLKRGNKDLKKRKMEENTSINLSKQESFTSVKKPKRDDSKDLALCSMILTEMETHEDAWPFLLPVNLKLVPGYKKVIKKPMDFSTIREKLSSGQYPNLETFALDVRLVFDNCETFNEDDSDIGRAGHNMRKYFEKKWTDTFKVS
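Multi-concentration screen (max 110 uM) measuring displacement of acetylated histone H3 peptide from BAZ2B by AlphaScreen, using 50 nM protein, 50 nM peptide and 10 ug/mL streptavidin donor plus Ni-chelate acceptor beads.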
POLH inh = inhibitors of human DNA polymerase eta. Q9Y253. recombinant Pol eta, fluorescent DNA replication assay. Potency, µM (series often up to 114 µM), inactives show at the highest dose activity change, negative = inhibition, most hits filed as inhibitors. actives 1.2% (n = 390,000). AID 588591; also: % is scaled to controls: 0 for no effect and ±100 for the full control effect
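Pol eta at 10 nM preincubated with compounds 15 min at room temperature; reaction started with fluorescent substrate (50 nM final) and read kinetically at 0 and 10 min.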
Pol beta inh = inhibitors of human DNA polymerase beta; P06746; Pol beta primer extension/strand displacement, fluorescence kinetic; Potency, µM (highest dose often 114 µM), without a hit: at the top dose activity change, negative = inhibition, most hits filed as inhibitors; actives 1.3% (n = 340,000); AID 485314; also: % is scaled to controls: 0 for no effect and ±100 for the full control effect
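Pol beta (10 nM) and compounds were preincubated 15 min at room temperature, then 50 nM substrate (final) started primer extension/strand displacement. Reads were taken at 0 and 10 min; concentration-response data were fitted to a four-parameter Hill equation.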
POLK inh = blocks human DNA polymerase kappa activity; actives 0.53% (n = 400,000); Potency, µM (highest dose often 107 µM), for inactives: top-dose activity, negative = inhibition, usual class: inhibitors; purified Pol kappa, fluorescent DNA synthesis assay, 10 min; also: % is scaled to controls: 0 for no effect and ±100 for the full control effect
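50 nM final substrate added after 15 min RT preincubation of 10 nM Pol kappa with compound; fluorescence read at 0 and 10 min.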
* hit, by the source's call; ? = inconclusive; · = no result given; & = joins results of further samples; [ ] = another dose, or the depositor's remark. Calls follow the shape of the dose curve; as a rule, active = well fitted curve in the direction sought with a large enough effect; inconclusive = small, poorly fitted or top-dose-only effect, or another doubt; inactive = no such curve, though single readings can be large; an effect the other way counts as inactive or inconclusive. Potency is read from the fitted curve at half-maximal effect.

G9a inh,APEX1 inh,Pol iota inh,Apoferritin bind,BLM helicase inh,BAZ2B inh,POLH inh,Pol beta inh,POLK inh,canonical_smiles
-9%,7%,37%[activator],-15%,-2%,-1%,-6%,14%,-8%,CS(=O)(=O)N(C(=O)NC(=O)NC1CCS(=O)(=O)C1)C1CCCCC1 (stereo unspecified)
-1%,6%,101%[activator],4%,0%,2%,3%,8%,-2%,CC(=O)c1ccc(N(C(=O)CNC(=O)c2ccco2)C(C(=O)NC2CCCC2)c2ccco2)cc1 (stereo unspecified)
-10%[12.7 µM],-12%,-13%,·,·,-5%,-12%,·,-9%,COc1ccc2nc(C)cc(N3CCN(S(=O)(=O)c4ccccc4F)CC3)c2c1
-18%[59 µM],-6%,15%,-11%,-11%,12%,-6%,2%,-5%,Cc1nc(NC(=O)c2cc(-n3cnnc3)ccc2Cl)ccc1Br
·,-10%,26%,·,·,·,-13%,·,0%,O=C(CCc1nc(-c2ccc(F)cc2)no1)Nc1cccc(C(=O)NC2CC2)c1
?,-1%,21%,2%,-3%,?,7%,-10%,-16%,c1cc2c(cc1Nc1nc(-c3ccc4c(c3)OCO4)cs1)OCCO2
-4%,3%,3%,-8%,-8%,-3%,-15%,25%,0%,CC(C)N1CCC(NC(=O)Nc2ccccc2)CC1
9%,-4%,43%[activator],6%,-1%,5%,10%,-19%,-11%,CCn1cc(C(=O)NCCC(=O)OC)c(=O)c2cc3c(cc21)OCO3
-18%,26%,-15%,-6%,-2%,-11%,-12%,-7%,-4%,CN1CCCN(C(=O)c2cc3c(s2)CCCC3)CC1
20%,6%,-20%,-7%,1%,-11%,-16%,-1%,10%,Cc1nnc(N(C)C(=O)c2ccncc2)s1
?,0%,32%[activator],1%,2%,-5%,-5%,3%,-20%,Cc1[nH]c2ccccc2c1C(=O)CNc1nccs1
17%[59 µM],3%,34%[activator],-4%,-8%,7%,-6%,11%,4%,COc1ccc(CN2C(=O)c3ccccc3C2=O)cc1C(=O)Nc1ccc(C)cc1C
-43%,12%,12%,-6%,-7%,-7%,-3%,28%,3%,COc1ccc(CC(NC(C)=O)C(=O)NC2CCN(c3c4c(nc5ncnn35)CCC4)CC2)cc1 (stereo unspecified)
·,-8%,6%,-6%,0%,15%,-7%,-2%,4%,Cc1cc2[nH]c(=O)c(=O)[nH]c2cc1S(=O)(=O)Nc1ccccc1F
2%,46%,0%,9%,0%,-11%[57.1 µM],-13%,1%,7%,O=C(CCN1CCCC1=O)NC1CCCc2c1cnn2-c1ccccc1F (stereo unspecified)
?,-3%,77%[activator],-5%,-2%,4%,11%,-11%,-12%,O=C(Cn1cc([N+](=O)[O-])cn1)N1CCN(c2ccccc2)CC1
5%[12.7 µM],-9%,3%,·,·,5%,-3%,·,-20%,O=C(COC(=O)CCN1C(=O)c2ccccc2C1=O)Nc1ccccc1[N+](=O)[O-]
?,-9%,-1%,-16%,-18%,89µM*,-23%,26%,-1%,Cc1ccc(C(=O)NC(=S)Nc2ccccc2C)cc1
-25%[59 µM],-1%,2%&-6%,-5%&18%,-12%&1%,?,5%&-4%,42%&4%,-21%&-10%,COc1ccc(CC(C)NS(=O)(=O)c2ccc3c(c2)CCN3S(C)(=O)=O)cc1OC (stereo unspecified)
20%[12.7 µM],0%,25%,-1%,-2%,-6%,-5%,1%,-2%,COc1ccc(NC(=O)Nc2ccc(OC)cc2)cc1

The final 2 compounds of the part above are carried over, then new ones follow.
G9a inh,APEX1 inh,Pol iota inh,Apoferritin bind,BLM helicase inh,BAZ2B inh,POLH inh,Pol beta inh,POLK inh,canonical_smiles
-25%[59 µM],-1%,2%&-6%,-5%&18%,-12%&1%,?,5%&-4%,42%&4%,-21%&-10%,COc1ccc(CC(C)NS(=O)(=O)c2ccc3c(c2)CCN3S(C)(=O)=O)cc1OC (stereo unspecified)
20%[12.7 µM],0%,25%,-1%,-2%,-6%,-5%,1%,-2%,COc1ccc(NC(=O)Nc2ccc(OC)cc2)cc1
45µM*,1%,?,-10%,2%,35µM*,-3%,-8%,4%,Cc1nn(C)c(C)c1NC(=O)CCl
?,7%,8%,·,·,4%,-2%,·,-6%,Cc1cccc(NC(=O)COC(=O)CSc2ccccc2)c1C
-17%,-9%[12.4 µM],?,-23%[15.3 µM],-9%[12.4 µM],-32%,1%,-21%,-10%,COc1ccc(/C=C/C(=O)c2ccc(OC)cc2O)cc1
-2%,6%,153%[activator],-12%,-1%,-4%,-16%,?,0%,COc1ccccc1C(=O)N/N=C/C(C)=C/c1ccccc1
10µM*,-6%,30%,-23%,-14%,-25%,-17%,5%,-4%,Cc1ccc2ccc(C(Nc3cccc(C(F)(F)F)c3)c3cccnc3)c(O)c2n1 (stereo unspecified)
24%[12.7 µM],7%,-1%,-9%,-4%,-2%,9%,2%,-2%,CCOc1cccc(C(=O)N(Cc2ccc(F)cc2)C2CCS(=O)(=O)C2)c1 (stereo unspecified)
-4%,-1%,9%,-9%,-11%,-19%,-17%,6%,-3%,CN(CC(=O)Nc1cccc(F)c1)CC(=O)Nc1cccc(S(=O)(=O)N2CCCCCC2)c1
6%,4%,129%[activator],24%,-11%,-1%,?,1%,-12%,COc1ccccc1N(C1=NCCCS1)S(=O)(=O)c1ccc(C(C)(C)C)cc1
-31%,13%,138%[activator],·,·,6%,-22%,·,-6%,CCOC(=O)c1cc(CC)sc1NC(=O)CN1C(=O)C(=O)N(CC(C)C)C1=O
27%&-27%[59 µM],8%,18%&-13%,50%&-4%[activator],-7%&-5%,64%&21%[activator],-15%&-20%,2%&1%,-16%&-7%,Cc1cccc(Cn2c(Cc3ccccc3)nc3ccccc32)c1
-5%[59 µM],8%,5%,-1%,-3%,-6%,-13%,-1%,-11%,CN(c1ccccc1C(=O)Nc1ccc(S(=O)(=O)N2CCOCC2)cc1)S(=O)(=O)c1ccccc1
-12%[2.33 µM],3%,30%,-13%,-1%,-2%,-20%,3%,6%,N#Cc1ccccc1NC(=O)CN1CCN(c2ccccn2)CC1
·,17%,-11%,-2%,2%,11%,-6%,16%,-13%,COc1ccc(CCNC(=O)c2ccc(OCC(=O)N3CCOCC3)c(OC)c2)cc1OC
6.3µM*,35µM*,91%[activator],?,-5%,-23%,1%,-18%,-13%,O=S(=O)(c1ccc(NC(=S)NN=C2CCCCC2)cc1)N1CCOCC1
?,0%,6%,-17%,-3%,-24%,8%,-14%,-6%[60.1 µM],O=C(Nc1ccc(N2CCCCC2)cc1)c1ccccc1
45µM*,30%,115%[activator],·,·,?,-18%,·,-12%,COc1ccc(N2CCN(S(=O)(=O)CCNC(=O)COc3ccccc3C)CC2)cc1
4%[59 µM],·,11%,-6%,-8%,-3%,-10%,-19%,4%,CCOc1ccc(-c2cc(-c3nc(-c4cc(OC)c(OC)c(OC)c4)no3)[nH]n2)cc1
20%,-3%,-5%[58.9 µM],-6%,-1%,0%,-23%,?,-14%,Cc1cc(C)c(C#N)c(SC(C(=O)NC(C)(C)C)c2ccccc2)n1 (stereo unspecified)
33%[59 µM],·,-5%,-10%,-3%,35%,20%,31%,-1%,Cc1ccc(CSc2ncc(Cl)c(C(=O)Oc3ccccc3F)n2)cc1
9%[59 µM],-11%,?,-9%,-11%,0%,?,-20%,-12%,CSc1ccc(/C=C/C(=O)c2ccc(NC(=O)C(C)C)cc2)cc1

G9a inh,APEX1 inh,Pol iota inh,Apoferritin bind,BLM helicase inh,BAZ2B inh,POLH inh,Pol beta inh,POLK inh,canonical_smiles
14µM*,·,16%,34%[activator],-14%,13µM*,-22%,52%,-1%,CCOc1ccc(-n2c(-c3ccc(OC)cc3)cc3c2CC(C)(C)CC3=O)cc1
-10%[59 µM],2%,5%,-11%,-2%,-3%,-5%,3%,-9%,COc1cc(NC(=O)c2cc3ccccc3o2)c(OC)cc1Cl
9%[12.7 µM],24%&-5%,?,-22%,-7%,?,-27%,22µM*,-17%,CC[C@@H](C(=O)[C@@H](C)[C@@H](O)[C@H](C)CCc1ccc(C)c(O)c1C(=O)O)[C@H]1O[C@](CC)([C@H]2CC[C@](O)(CC)[C@H](C)O2)C[C@@H]1C
6%,-1%,-5%,-9%,1%,3%,-5%,0%,-10%,CCn1nc(NC(=O)Cc2ccc(OC)cc2)c2cc3cccc(C)c3nc21
42%[activator],19%,-2%,-4%,-10%,-8%,-13%,33%,-13%,CSc1cccc(NC(=O)OC2CCCCCCCCCCC2)c1
?,-2%,?,-9%,-1%,-16%,-10%,0%,-4%,C#CCNC(=O)C1=C[C@@H](C(C)(C)C)C[C@@H](OCc2ccc(CO)cc2)O1
?,39%,?,?,-4%,?,-18%,4%,-10%,CCCn1c(C2CCCN2c2nc(C)cs2)nc2cc(Cl)c(Cl)cc21 (stereo unspecified)
9%[12.7 µM],5%,24%,0%,1%,-20%,-10%,-1%,2%,COc1ccc(NC(=O)CN2CCN(CC(=O)Nc3ccc4c(c3)OCO4)CC2)cc1
0%,-1%,38%[activator],-21%,-6%,-26%,-19%,?,0%,Cc1ccc(NC(=O)C[n+]2ccn(C3=C([O-])c4ccccc4C3=O)c2)cc1
·,0%,14%,-4%,-1%,-10%,-2%,6%,-9%,C/C(Cc1ccccc1)=N\NC(=O)c1ccccn1
5%[59 µM],5%,13%,-10%,1%,-9%,-24%,-1%,-6%,CC1(N2CCOCC2)C(=O)c2ccccc2C1=O
·,9%,-20%,-2%,-3%,5%,-9%,1%,-7%,O=C1C(=O)N(CCCN2CCOCC2)C(c2ccc(Cl)cc2)/C1=C(/O)c1ccc(F)cc1 (stereo unspecified)

Three compounds out of the list above, sorted by the number in APEX1 inh, ascending.
G9a inh,APEX1 inh,Pol iota inh,Apoferritin bind,BLM helicase inh,BAZ2B inh,POLH inh,Pol beta inh,POLK inh,canonical_smiles
45µM*,1%,?,-10%,2%,35µM*,-3%,-8%,4%,Cc1nn(C)c(C)c1NC(=O)CCl
9%[12.7 µM],5%,24%,0%,1%,-20%,-10%,-1%,2%,COc1ccc(NC(=O)CN2CCN(CC(=O)Nc3ccc4c(c3)OCO4)CC2)cc1
42%[activator],19%,-2%,-4%,-10%,-8%,-13%,33%,-13%,CSc1cccc(NC(=O)OC2CCCCCCCCCCC2)c1

The list is partial; the hit share may differ from the screen's.
